From PubChem BioAssay
MazF activator: MazEF (E. coli) toxin RNase activation; P0AE70; FAM/BHQ RNA-DNA oligo cleavage fluorescence, 5 h; activation, % at 20 µM; actives 0.32% (n = 350,000); AID 504720; in the data active = activation above about 50%
Target sequence (P0AE70 whole entry, looked up): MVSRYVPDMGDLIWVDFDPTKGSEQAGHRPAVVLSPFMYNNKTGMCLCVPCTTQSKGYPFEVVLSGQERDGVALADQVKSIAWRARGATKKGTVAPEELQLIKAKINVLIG
Mtb UGM inh: blocks M. tuberculosis UGM enzyme; actives 0.06% (n = 320,000); P9WIQ1; purified UGM, fluorescence polarization probe displacement; AID 504406; inhibition, % at 10 µM; in the data active = inhibition above about 10%, passing the limit was not always enough
BioA inh: blocks M. tuberculosis BioA enzyme activity | purified M. tuberculosis BioA enzyme, plate reader | actives 0.096% (n = 360,000) | inhibition, % at 9.99 µM; in the data active = inhibition above about 40%
FBA Mtb inh: inhibits M. tuberculosis FBA enzyme; inhibition, % at 1 µM; purified M. tuberculosis FBA, fluorescence read-out; AID 588726; P9WQA3; actives 2.3% (n = 360,000); in the data active = inhibition above about 27%;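 note: 0% = vehicle and 100% = reference inhibitor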
Target sequence (P9WQA3 whole entry, looked up): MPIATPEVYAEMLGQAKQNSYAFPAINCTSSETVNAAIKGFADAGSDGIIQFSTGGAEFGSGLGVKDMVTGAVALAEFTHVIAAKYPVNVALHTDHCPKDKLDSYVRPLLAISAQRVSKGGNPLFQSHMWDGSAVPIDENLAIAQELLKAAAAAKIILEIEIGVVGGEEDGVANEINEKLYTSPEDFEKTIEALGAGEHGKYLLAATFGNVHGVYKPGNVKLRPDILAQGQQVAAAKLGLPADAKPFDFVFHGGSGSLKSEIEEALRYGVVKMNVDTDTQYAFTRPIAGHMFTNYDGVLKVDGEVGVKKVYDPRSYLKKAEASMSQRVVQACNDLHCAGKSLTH
3CLpro inhibitor: SARS-CoV 3CLpro protease inhibition; P0C6X7; recombinant SARS-CoV 3CLpro, quenched FRET peptide cleavage; inhibition, % at 6 µM; actives 0.14% (n = 290,000); AID 1706; in the data active = inhibition above about 12%
SSB-PriA inh: blocks PriA binding to SSB C-terminal tail | AlphaScreen SSBct-PriA binding, biotinylated peptide | inhibition, % at 33 µM | actives 0.6% (n = 430,000); in the data active = inhibition mostly above about 37%, no sharp cut-off; inactive = mostly below about 20%;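 note: plate controls were negative control peptide for no effect and reference peptide for full effect; strong numbers were not always called active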
VHR inh abs: inhibitors of human VHR1 phosphatase (DUSP3) | inhibition, % at 13.3 µM | actives 0.52% (n = 290,000) | recombinant VHR phosphatase, pNPP absorbance; in the data active = inhibition above about 50%; note: some compounds called inactive have numbers as strong as hits
Target sequence (P51452 whole entry, looked up): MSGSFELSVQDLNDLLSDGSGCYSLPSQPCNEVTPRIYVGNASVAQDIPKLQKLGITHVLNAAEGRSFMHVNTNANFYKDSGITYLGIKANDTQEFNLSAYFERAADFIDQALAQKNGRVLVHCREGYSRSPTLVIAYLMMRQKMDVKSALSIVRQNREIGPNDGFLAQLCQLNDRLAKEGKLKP
Vc quorum ag: quorum light induction in luxS cqsA deficient V. cholerae; V. cholerae BH1578 lux reporter, luminescence, 6 h; actives 0.16% (n = 350,000); activation, % at 18.7 µM; AID 588436; in the data active = activation mostly above about 9.7%, no sharp cut-off; note: not every result past the cut was called active; inactives centre near 0; reference of the scale not given here
GDH-TPI counter: inhibits GDH-TPI coupling enzymes, artifact for Mtb FBA screen; GDH-TPI coupled enzyme counterscreen, NADH absorbance; inhibition, % at 4.8 µM; actives 1.2% (n = 360,000); in the data active = inhibition above about 30%;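 note: 0% = DMSO wells and 100% = wells lacking the enzyme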
Rv3671c protease: inhibitors of M. tuberculosis serine protease Rv3671c; inhibition, % at 5.96 µM; actives 0.048% (n = 320,000); P9WHR9; AID 2606; in the data active = inhibition above about 38%;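 note: extracellular domain of Rv3671c used as enzyme; 0% = enzyme with DMSO and 100% = no enzyme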
Target sequence (P9WHR9 whole entry, looked up, the tested form may be a part): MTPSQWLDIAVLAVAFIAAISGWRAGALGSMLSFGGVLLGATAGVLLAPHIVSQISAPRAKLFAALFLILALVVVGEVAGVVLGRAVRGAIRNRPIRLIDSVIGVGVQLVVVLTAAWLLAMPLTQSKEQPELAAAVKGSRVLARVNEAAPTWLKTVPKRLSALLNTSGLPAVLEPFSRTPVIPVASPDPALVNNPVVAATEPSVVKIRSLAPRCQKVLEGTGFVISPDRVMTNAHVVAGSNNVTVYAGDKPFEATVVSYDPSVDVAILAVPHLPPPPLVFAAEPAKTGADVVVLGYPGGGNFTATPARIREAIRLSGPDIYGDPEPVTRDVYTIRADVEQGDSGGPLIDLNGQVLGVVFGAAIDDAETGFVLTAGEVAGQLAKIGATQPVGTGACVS
The depositor's hits bear a star; i = inactive; · = not tested or not shown; & = joins results of further samples.

SMILES | MazF activator | Mtb UGM inh | BioA inh | FBA Mtb inh | 3CLpro inhibitor | SSB-PriA inh | VHR inh abs | Vc quorum ag | GDH-TPI counter | Rv3671c protease
CC1(C)CC(=O)C2=C(C1)Nc1cc(C(=O)c3ccccc3)ccc1NC2c1ccccn1 (centres undefined) | -2.8 | 5.3 | · | -2.5 | 2.5 | 12.8 | 1.7 | -0.2 | 32.1* | 3.1
CCOc1ccc(S(=O)(=O)N2CCN(c3ccccc3OC)CC2)c2cccnc12 | -4.5 | 1.4 | 2.9 | 1.7 | -0.9 | -7.7 | 29.4 | i | 0.0 | -6.1
CC(C)c1ccc(NC(=O)C2CC(=O)N=C(N)S2)cc1 (centres undefined) | -1.5 | -0.3 | -0.6 | 0.0 | -2.4 | · | -5.7 | i | -6.1 | 6.6
CC(C)c1cc(C(=O)N2CCCC(Nc3ccc(F)c(F)c3)C2)nc(N)n1 (centres undefined) | 2.5 | -2.1 | 2.0 | 0.2 | -0.9 | -16.1 | 14.0 | -0.6 | -7.0 | -1.4
COc1ccc(C(=O)COC(=O)CN2C(=O)C3CC=CCC3C2=O)c(OC)c1 (centres undefined) | -16.9 | 0.9 | -4.5 | -0.8 | · | -6.0 | · | 0.6 | 17.6 | -3.7
Cc1ccc(N=C2NC(=O)/C(=C/c3cccs3)S2)cc1C | 54.3* | 1.3 | -4.0 | 2.5 | -3.1 | 2.9 | 5.1 | -0.4 | 28.4 | -47.0
CCOC(=O)c1c(-c2ccc(OC)cc2)csc1NC(=O)CCN1CCOCC1 | -8.2 | -1.3 | · | 1.2 | -1.6 | 9.8 | 9.0 | -0.2 | 4.3 | 4.4
S=c1nc[nH]c2c1cnn2-c1ccccc1 | 5.4 | 4.5 | -0.5 | -3.7 | 1.5 | -20.6 | 9.6 | i | 14.3 | -4.9
CC(CNC(=O)CN1C(=O)NC2(CCOc3ccccc32)C1=O)c1ccccc1 (centres undefined) | 6.8 | -1.1 | 0.2 | -1.3 | · | -0.1 | · | -5.7 | 4.6 | -10.2
CCOC(=O)CN(C(=O)CNC(=O)c1ccco1)C(C(=O)NC1CCCCC1)c1cccnc1 (centres undefined) | 6.1 | 1.6 | 0.2 | -0.4 | -5.5 | 1.4 | 10.2 | -0.3 | -6.0 | 0.4
CN(C(=O)CSc1nnc(Cc2ccccc2F)n1N)C1CCS(=O)(=O)C1 (centres undefined) | 3.0 | 1.9 | 2.0 | 1.4 | 5.8 | -7.6 | -16.6 | -0.2 | -7.5 | -1.9
Cc1ccc(S(=O)(=O)N2CCN(C(=O)NCc3ccc(F)cc3)CC2)c(C)c1 | -18.2 | 0.3 | -1.4 | 0.8 | 2.1 | 2.3 | 39.7 | -0.5 | 5.5 | -2.5
O=C(COC(=O)c1cccnc1Cl)c1ccc(Cl)cc1Cl | -0.1 | -4.3 | 1.9 | 4.9 | 3.7 | -39.2 | 13.2 | -0.4 | 3.1 | 2.2
Cc1oc(-c2ccccc2F)nc1CN1CCC(C(=O)NC2CCCCCCC2)CC1 | 0.0 | · | 0.1 | -0.7 | 0.1 | -2.7 | 8.5 | i | 6.5 | ·
CC(=O)c1ccc(N2CCN(C(=O)[C@H](C)NC(=O)c3ccccc3Cl)CC2)cc1 | 5.8 | 2.6 | · | 1.7 | -1.3 | -13.6 | 1.4 | -0.3 | 23.1 | -8.4
CS(=O)(=O)N(CC(=O)NCC1CCCO1)c1cc(Cl)ccc1Cl (centres undefined) | 0.5 | -0.6 | -0.6 | 1.3 | -5.4 | -5.1 | 7.2 | -4.0 | -3.2 | 1.1
CCOc1ccc(C2C=C(c3ccc(F)cc3)Nc3ncnn32)cc1 (centres undefined) | 7.5 | -1.5 | 0.7 | 31.1* | -0.9 | -3.2 | 28.0 | i | 13.5 | -2.9
CSc1ncnc2c1ncn2CCCNCC1CCCO1 (centres undefined) | 8.1 | · | 0.8 | 1.6 | · | · | · | -0.4 | -10.9 | ·
Cc1ccccc1C(=O)N1CCC(C(=O)Nc2ccc(C(C)C)cc2)CC1 | -1.5 | -1.0 | 0.5 | 0.7 | 0.3 | -6.2 | 9.7 | -0.3 | 1.7 | -7.4
COc1ccc(-n2cnnc2SCC(=O)NCc2cccs2)cc1 | 0.3 | 0.1 | 3.0 | 0.8 | 0.3 | -0.6 | 11.9 | i | -11.6 | 5.3
Cc1ccc(C(OC(=O)c2ccco2)C(=O)NCc2cccs2)cc1 (centres undefined) | -15.6 | -1.5 | · | -2.0 | -1.1 | -12.2 | 17.0 | -0.3 | -1.8 | 1.1
Cc1ccc(-c2cc(C(=O)OCC(=O)N(C)c3c(N)n(Cc4ccccc4)c(=O)[nH]c3=O)c3ccccc3n2)o1 | 1.9 | -1.4 | -0.6 | 3.0 | · | -11.7 | · | 6.2 | 14.0 | -5.7
CCOc1ccc(N(CC(=O)NCc2ccccc2Cl)S(=O)(=O)c2c(C)noc2C)cc1 | -1.3 | 0.5 | -1.5 | -1.7 | -2.4 | -10.7 | 38.2 | i | 9.4 | -2.5
Cc1ccc(S(=O)(=O)N2CCCC(NC(=O)N3CCN(c4ccccc4)CC3)C2)cc1 (centres undefined) | -4.3 | -3.4 | 1.2 | 2.7 | 0.0 | -12.8 | 2.9 | -0.2 | -3.9 | 1.9
COc1ccccc1NC1=NCCS1 | -4.2 | 3.0 | 0.1 | 1.4 | 0.8 | -0.1 | 14.6 | i | 14.6 | -4.3
CCCCC(C(=O)NC(=O)NCc1ccccc1)N1C(=O)c2ccccc2C1=O (centres undefined) | -0.1 | -0.3 | 1.9 | -2.2 | 0.6 | -7.8 | 4.2 | i | -3.5 | 2.4
COc1cc(NS(=O)(=O)c2cc3[nH]c(=O)c(=O)[nH]c3cc2C)cc(OC)c1OC | 6.1 | · | -1.1 | -0.3 | 1.1 | -4.8 | 13.4 | i | 24.8 | -7.4
O=C(CC(c1ccc(F)cc1)c1ccco1)N1CCOCC1 (centres undefined) | 0.0 | -0.9 | -2.4 | 0.1 | 2.4 | -10.0 | -2.4 | 0.3 | 6.1 | 4.2
Cc1nc(C(=O)N2CCC(n3nccc3NC(=O)Nc3ccccc3Cl)CC2)cs1 | 1.4 | 0.0 | 0.0 | -4.7 | 3.9 | -14.4 | 17.8 | i | -0.5 | 4.8
Cc1ccc(OCc2ccc(C(=O)Nc3nc4ccccc4n3Cc3ccccc3)o2)c([N+](=O)[O-])c1 | -9.2 | 2.4 | -1.6 | 2.7 | -0.3 | 0.1 | -36.4 | i | 13.4 | 3.6
COc1ccc(C2C(C(=O)N3CCCCC3)CC(=O)N2c2ccc(OC)cc2)cc1 (centres undefined) | -2.3 | 0.1 | 0.2 | 4.5 | -1.1 | -21.1 | -8.0 | i | 8.0 | -0.9
CC(C)(C)n1nnnc1CN1CCSCC1 | 9.0 | -1.5 | -1.2 | 1.2 | 1.5 | -13.7 | -14.8 | -5.0 | 1.2 | -6.2
CCSc1nnc(NC(=O)CSc2nnc(CNC(=O)c3ccc(OC)cc3)o2)s1 | 3.0 | -2.0 | · | 4.8 | -0.5 | -2.4 | 5.4 | -0.3 | 4.7 | 4.4
CC(=O)C1CCC2C3CCC4CC(=O)CCC4(C)C3C(C)(O)CC12C (centres undefined) | -4.1 | · | 2.6 | 2.7 | · | -9.7 | · | 5.6 | 5.3 | ·
COc1ccc(OC)c(CNC(=O)c2ccc(C)c(NC(=O)C3=C(C)OCCS3)c2)c1 | -1.5 | 0.7 | -2.4 | 0.2 | -5.5 | 8.8 | 10.7 | -0.5 | 2.6 | -1.4
C=CCSc1nnc2c(n1)OC=Nc1ccc(Br)cc1-2 | 9.7 | -0.1 | 1.9 | -1.9 | -1.1 | 9.9 | 16.9 | · | 10.6 | -3.8
S=C(NNc1ccnc2cc(Cl)ccc12)Nc1ccc(Cl)cc1Cl | 7.0 | -1.0 | · | -0.4 | 1.0 | 9.6 | -0.1 | -0.5 | -8.8 | 20.8
CCOC(=O)c1cccc(NC(=O)CSc2nc3ccccc3c(=O)n2CCOC)c1 | -12.2 | 0.9 | -0.7 | 0.2 | -2.0 | -16.1 | 35.6 | 0.3 | -7.3 | -6.5
O=C(Nc1ccc(O)cc1)c1cc(S(=O)(=O)N2CCCC2)ccc1Cl | 9.5 | -1.3 | 0.8 | -1.4 | -1.2 | -5.5 | -3.7 | i | 17.2 | -2.0
Cc1nn(CC(=O)O)c(C)c1[N+](=O)[O-] | -14.0 | 1.2 | 0.5 | -3.2 | 0.1 | -11.4 | 25.1 | -0.2 | 6.6 | -1.0
CC(C)Cc1nnc(NC(=O)CCC(=O)Nc2ccc(Cl)cc2)s1 | -6.4 | 1.9 | · | -0.1 | -2.5 | -8.7 | 5.7 | -4.3 | 2.3 | 2.5
Cc1nnsc1NC(=O)OCc1ccc(C(F)(F)F)cc1 | 1.7 | 0.6 | 0.9 | -0.1 | 3.6 | 7.2 | 17.8 | 0.2 | 6.0 | -0.9
CC(=O)N1CCN(c2ccc(NC(=O)c3ccc(C(C)(C)C)cc3)cc2)CC1 | -2.9 | -1.4 | 0.9 | -3.1 | 0.0 | 3.1 | 12.7 | -1.7 | 6.9 | 3.1
CC1(OC(=O)C2CCCC2)C(=O)C=C2C=C(c3ccsc3)N(CCc3ccccn3)C=C2C1=O (centres undefined) | -8.2 | 0.8 | 0.0 | -1.8 | · | 4.1 | 11.1 | -0.5 | 11.7 | -78.5
O=C(NC(=S)NCC1CCCO1)c1cccs1 (centres undefined) | -6.3 | 0.8 | · | -6.9 | -2.1 | 6.0&8.1 | -7.0 | -2.1 | -0.4 | -11.8
Cc1c(NC(=O)c2cnn3c2NC(c2ccccc2)CC3C(F)(F)F)c(=O)n(-c2ccccc2)n1C (centres undefined) | -4.3 | -2.3 | 38.8 | -0.6 | 3.5 | -8.2 | 26.4 | -2.2 | 10.4 | -0.7
Cc1ccc(NC(=O)c2ccc3c(c2)OCO3)cc1S(=O)(=O)N1CCOCC1 | -1.0 | · | 2.1 | 1.6 | · | -16.2 | · | i | -1.3 | -3.9
O=C(NC1CC1)C1CC(=O)N(C2CCCCC2)C1 (centres undefined) | 10.5 | -0.9 | -0.1 | -0.2 | -4.0 | -7.9 | 22.8 | -3.6 | 7.2 | -1.4

Reprinted from the part before: two entries; new compounds follow.
SMILES | MazF activator | Mtb UGM inh | BioA inh | FBA Mtb inh | 3CLpro inhibitor | SSB-PriA inh | VHR inh abs | Vc quorum ag | GDH-TPI counter | Rv3671c protease
Cc1ccc(NC(=O)c2ccc3c(c2)OCO3)cc1S(=O)(=O)N1CCOCC1 | -1.0 | · | 2.1 | 1.6 | · | -16.2 | · | i | -1.3 | -3.9
O=C(NC1CC1)C1CC(=O)N(C2CCCCC2)C1 (centres undefined) | 10.5 | -0.9 | -0.1 | -0.2 | -4.0 | -7.9 | 22.8 | -3.6 | 7.2 | -1.4
CC(C)(CNCc1ccccc1)NS(=O)(=O)c1ccccc1 | 7.0 | -0.3 | -1.0 | -3.9 | · | -15.7 | · | i | -4.0 | 0.6
Cc1cccc(NC(=O)CC2C(=O)NCCN2C(=S)Nc2ccccc2)c1 (centres undefined) | 2.5 | -1.2 | 3.7 | 1.0 | -2.6 | -13.0 | 24.9 | i | -3.7 | 10.3
Cc1nn(-c2ccccc2)nc1C(=O)Nc1ccc2c(c1)OCCO2 | 4.6 | 5.6 | -0.1 | 6.7 | -1.4 | -29.8 | 14.5 | -0.5 | 1.7 | -9.0
O=C(CCCCCN1C(=O)c2ccccc2C1=O)NCc1ccccn1 | 7.3 | 1.5 | 1.6 | -1.0 | -0.7 | -16.4 | 1.8 | i | 1.3 | 6.0
CCc1ccc(NC(=O)CSc2n[nH]c(=O)n2C2CC2)cc1 | -5.7 | · | -1.4 | -0.2 | · | -2.4 | · | i | 0.3 | ·
Cc1ccc(S(=O)(=O)NC(C)C(c2cccs2)N2CCN(c3ccccc3)CC2)cc1 (centres undefined) | 2.5 | -0.4 | -0.8 | -1.0 | -0.8 | 4.5 | 36.3 | 0.5 | -8.6 | -8.9
C=CCn1c(=O)c2c(nc3n2CC(C)CN3CCc2ccccc2)n(C)c1=O (centres undefined) | 3.6 | -2.5 | 3.8 | 0.2 | -3.9 | 5.6 | 17.7 | 1.1 | 1.5 | 0.7

Only part of the results is shown; rates above refer to the full screens.
